Screening results (PubChem BioAssay)
SNCA expr inhib – Primary qHTS assay for inhibitors of alpha-synuclein gene (SNCA) expression. actives 0.17% (n = 140,000). HEK-293 SNCA-luciferase knock-in, luminescence, 24 h. Potency, µM (doses to about 57.2 µM), for inactives: at the top dose activity change, negative = inhibition, most hits filed as inhibitors;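 also: potency is read from the fitted curve at half-maximal effect; plate controls were DMSO cells for no effect and cell-free wells for full effect; nearly all actives have a fitted effect of over 45% in size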
GPT2 inhibitor – Primary qHTS assay for inhibitors of Glutamate pyruvate transaminase 2 (GPT2); Alanine aminotransferase 2 (Homo sapiens), Q8TD30; Recombinant GPT2, coupled pyruvate oxidase/HRP Amplex Red fluorescence; Potency, µM (titrated, usually from 57.7 µM), for inactives: at the top dose activity change, negative = inhibition, most hits filed as inhibitors; actives 0.25% (n = 100,000); also: potency is read from the fitted curve at half-maximal effect; nearly all actives have a fitted effect of over 60% in size; many of its hits are not listed in these tables
Target sequence (Q8TD30 whole entry, looked up): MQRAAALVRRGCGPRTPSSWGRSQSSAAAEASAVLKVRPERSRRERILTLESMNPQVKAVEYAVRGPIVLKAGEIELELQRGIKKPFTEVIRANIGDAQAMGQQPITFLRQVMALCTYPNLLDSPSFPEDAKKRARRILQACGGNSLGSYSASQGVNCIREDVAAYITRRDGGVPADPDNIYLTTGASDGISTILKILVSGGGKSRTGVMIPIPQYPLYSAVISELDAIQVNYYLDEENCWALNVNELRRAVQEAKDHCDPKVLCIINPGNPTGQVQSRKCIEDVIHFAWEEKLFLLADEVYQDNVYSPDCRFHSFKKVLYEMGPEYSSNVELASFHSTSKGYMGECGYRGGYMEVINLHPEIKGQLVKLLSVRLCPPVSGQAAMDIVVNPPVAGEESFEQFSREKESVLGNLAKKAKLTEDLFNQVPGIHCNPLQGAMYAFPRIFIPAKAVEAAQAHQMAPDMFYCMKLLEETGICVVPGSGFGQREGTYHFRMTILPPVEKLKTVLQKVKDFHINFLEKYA
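Inhibition is scored from Amplex Red fluorescence generated when pyruvate oxidase and HRP act on pyruvate released by GPT2. Reactions contain 10ng/uL enzyme, 250uM a-KG and 2mM L-alanine and run 30 min at room temperature.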
Luciferase inh – Firefly luciferase inhibition profiling of diverse chemical library using quantitative high-throughput screening; actives 2.5% (n = 76,000); Potency, µM (titrated, usually from 115 µM), inactives show top-dose activity change, negative = inhibition, hits mostly inhibitors; AID 1347043, 2019; purified P. pyralis luciferase, luminescence, biochemical; also: potency is read from the fitted curve at half-maximal effect; nearly all actives have a fitted effect of over 65% in size
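Luminescence read by CCD imager after adding enzyme (10nM final) to wells holding compound, titrated in qHTS. Substrates 10uM each D-luciferin and ATP; buffer 50mM Tris acetate pH 7.5, 10mM Mg acetate, Tween-20, BSA.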
HEK293 viab – GF-AFC viability counterscreen for inhibitors of alpha-synuclein gene (SNCA) expression. HEK-293-SNCA-luc viability, GF-AFC fluorescence, 24 h. Potency, µM (doses to about 57.1 µM), for inactives: at the top dose activity change, negative = cytotoxicity, most hits filed as cytotoxic. actives 0.12% (n = 150,000). AID 1671193, 2021;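 also: potency is read from the fitted curve at half-maximal effect; 0% = DMSO-treated cells and -100% = medium-only wells without cells; nearly all actives have a fitted effect of over 30% in size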
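HEK-293-SNCA-luc cells (1500/well) plated 24 h, then exposed 24 h to a dilution series; GF-AFC added 30 min at 37C, fluorescence 405/540 nm; normalised to medium-only and DMSO wells, Hill fit.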
IP6K1 inh – Primary qHTS assay for small molecule inhibitors of Inositol hexaphosphate kinase 1 (IP6K1); Inositol hexakisphosphate kinase 1 (Homo sapiens), Q92551; IP6K1 kinase, ADP-Glo luminescence, 2 h; stronger effect = lower value; activity change, % (series mostly up to about 58 µM); actives 0.81% (n = 140,000); AID 1645851, 2021; in the data active = activity change below about -25%
Target sequence (Q92551 whole entry, looked up): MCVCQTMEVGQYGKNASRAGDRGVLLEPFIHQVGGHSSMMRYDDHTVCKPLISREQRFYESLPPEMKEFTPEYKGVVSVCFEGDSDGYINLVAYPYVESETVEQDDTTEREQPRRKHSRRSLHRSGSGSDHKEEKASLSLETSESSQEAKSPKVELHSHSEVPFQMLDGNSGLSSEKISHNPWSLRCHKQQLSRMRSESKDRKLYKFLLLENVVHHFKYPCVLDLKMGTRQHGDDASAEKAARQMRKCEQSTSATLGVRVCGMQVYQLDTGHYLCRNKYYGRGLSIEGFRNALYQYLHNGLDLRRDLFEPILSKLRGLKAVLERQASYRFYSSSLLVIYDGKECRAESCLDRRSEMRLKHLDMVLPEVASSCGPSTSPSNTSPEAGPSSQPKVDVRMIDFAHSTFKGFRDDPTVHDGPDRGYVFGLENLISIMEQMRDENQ
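ADP-Glo luminescence measures ADP made by human IP6K1 during a 2 h RT reaction with ATP/IP6 (mix at 1.3 mM/130 uM); top library doses 57.5 and 19.1 uM final.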
3T3 cytotox – Cytotoxic Profiling in NIH 3T3 Cell Line of Diverse Libraries Using Quantitative High-Throughput Screening | Potency, µM (highest dose often 96.7 µM), without a hit: top-dose activity change, negative = cytotoxicity, most hits filed as inhibitors | actives 4.3% (n = 94,000) | NIH 3T3 viability, CellTiter-Glo ATP luminescence, 48-72 h | AID 1345082, 2018; also: potency is read from the fitted curve at half-maximal effect; nearly all actives have a fitted effect of over 55% in size
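Cytotoxicity is measured as loss of cellular ATP: NIH 3T3 cells (400/well) are exposed to compound for 48 or 72 hr at 37 °C, then CellTiter-Glo luminescence is imaged after 10 min at room temperature.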
HEK293 tox – Cytotoxic Profiling in HEK 293 Cell Line of Diverse Libraries Using Quantitative High-Throughput Screening | actives 6.6% (n = 94,000) | HEK 293 viability, ATP luminescence (CellTiter-Glo), 48-72 h | Potency, µM (doses to about 115 µM), inactives show top-dose activity change, negative = cytotoxicity, usual class: inhibitors; also: potency is read from the fitted curve at half-maximal effect; nearly all actives have a fitted effect of over 60% in size
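Pintool-delivered compounds were incubated with HEK 293 cells (250 cells/well) at 37 degree Celsius for 48 or 72 hr. ATP-dependent luminescence (CellTiter-Glo) then reported remaining viable cells.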
Active calls of the source: *; i = inactive; ? = inconclusive; nt = no result given; [ ] = dose if it differs, or a comment. Unless noted, calls follow the shape of the dose curve; as a rule, active = well fitted curve in the direction sought with a large enough effect; inconclusive = small, poorly fitted or top-dose-only effect, or another doubt; inactive = no such curve, though single readings can be large; an effect the other way counts as inactive or inconclusive. Unless noted, % is scaled to controls: 0 for no effect and ±100 for the full control effect.

SMILES | SNCA expr inhib | GPT2 inhibitor | Luciferase inh | HEK293 viab | IP6K1 inh | 3T3 cytotox | HEK293 tox
CN1CCCCCC(O)c2cc(C(=O)NCc3nc4ccccc4n3C)ccc21 (centres undefined) | 27% | i | -8% | 0% | -8 | ? | ?
COc1cc(OC)c(NC(=O)CN2C(=O)NC3(CCOCC3)C2=O)cc1Cl | -6% | -2% | -3% | -12% | 31 | 5% | -4%
COc1cccc(CC(=O)N2CC[C@@H](NC(=O)c3cnccn3)[C@H](O)C2)c1 | -11% | -27% | 6% | -2% | 2 | -3% | i
CCOC(=O)c1sc(NC(=O)c2cc3nc(-c4ccc(Br)cc4)cc(C(F)(F)F)n3n2)c(C(=O)OCC)c1C | ? | nt | nt | -3% | 6 | nt | nt
CCC(C)NC(=O)CN1C(=O)NC2(CCC(C(C)(C)C)CC2)C1=O (centres undefined) | 4% | i | 7% | -7% | 7 | -7% | ?
Cn1c(Nc2ccc(Cl)cc2)cc(=O)n(C)c1=O | -12% | nt | nt | 8% | -7 | nt | nt
COc1ccc(C(=O)Nc2cc(C3CC3)nn2-c2ccccc2)cc1 | -1% | i | nt | ? | -6 | -30% | -15%
O=C(CSc1nc(-c2ccccc2)no1)N1CCN(c2ccc(F)cc2)CC1 | 26% | nt | nt | -2% | 12 | nt | nt
NC(=O)c1ccc(CC2CCN(C(=O)C3CCOC3)CC2)cc1 (centres undefined) | 21% | i | 6% | 3% | -15 | 1% | -3%
CCc1ccc(NC(=O)C2CCCN2S(=O)(=O)c2ccc3nc(-c4ccccc4)[nH]c3c2)cc1 (centres undefined) | -1% | nt | nt | -15% | 28 | nt | nt
COc1cc(NC(=O)c2c(-c3ccc(C)cc3)nnc3ccccc23)cc(OC)c1OC | 135%[activator] | nt | nt | 0% | -3 | nt | nt
Cc1cc(-c2cccc(OC(C)C)c2)cnc1-n1cnnc1 | 10% | -4%[11.5 µM] | 3% | 6% | -13 | 4% | i
Cc1cccc(CSc2nc3c(c(=O)[nH]2)CCC3)c1 | -11% | nt | nt | 7% | 10 | nt | nt
CC1=C[C@@H](CNC(C)C)[C@H](C(C)C)C[C@H]1Cc1nnc(-c2ccc(C)cc2)o1 | -10%[87.6 µM] | ? | ? | ? | -4 | 50µM* | 71µM*
CNC(=O)C1(N2CCC[C@H]2C(=O)NCCN2CCOCC2)CCCCC1 | -17% | -12% | -7% | 9% | 0 | -2% | 3%
COc1ccc(N2CCN(C(=O)CSCc3nc(-c4ccccc4Cl)oc3C)CC2)cc1 | ? | nt | nt | -22% | 55 | nt | nt
Cc1ccc2c(c1)N(CC(=O)NCCCN1CCCCC1)C(=O)c1cccnc1O2 | 1% | nt | nt | 2% | -101* | nt | nt
CCOC(=O)c1cccc(NC(=O)NCc2ccc3c(c2)CCN3C(=O)c2ccccc2)c1 | ? | nt | nt | -7% | 11 | nt | nt
COc1ccc(-c2noc(-c3ccc(N4CCN(c5ccc(OC)cc5)CC4)c([N+](=O)[O-])c3)n2)cc1 | 1% | nt | nt | 2% | 3 | nt | nt
Cc1cccc(NC(=O)c2cn(-c3ccccc3)nc2-c2ccccc2)c1C | -16% | nt | nt | -23% | 12 | nt | nt
CN(Cc1cccnc1)c1nc2c(c(=O)[nH]1)CCN(Cc1ccccc1C#N)CC2 | 4% | -3% | 9% | 2% | 14 | -22% | -13%
OC[C@@H]1CN(CC2CCCCC2)C[C@H]1c1nc(C2CC2)no1 | -7% | i | -10% | 5% | 14 | -23% | -15%
Cc1cnc(C(=O)N2CCC(N3C(=O)C(OCC4CC4)C34CCOCC4)CC2)cn1 (centres undefined) | 22% | -12% | -2% | -6% | 3 | -11% | -20%
COc1cccc(N2CC(C(=O)N3CCC(C(=O)NCCc4ccc(Cl)cc4)C3)NC2=O)c1 (centres undefined) | -4% | ? | 7% | 7% | 4 | -22% | ?
Cc1ccc(-c2cn[nH]c2C2CCCN(Cc3cn(CCO)nc3C)C2)cc1 (centres undefined) | -8% | 1% | 1% | -10% | -12 | -1% | 4%
CCOc1ccc(-c2nnc(SCC(=O)NCc3ccccc3)o2)cc1 | 13% | nt | nt | 15% | 7 | nt | nt
COc1ccc(Nc2c(-c3ccc(Cl)cc3)nc3cnccn23)cc1OC | 37%[activator] | nt | nt | -28% | 3 | nt | nt
O=C(O)c1cc2cccc([N+](=O)[O-])c2[nH]1 | nt | ? | nt | -12% | 12 | nt | nt
COc1ccc(-c2noc([C@@H]3C[C@H](NCc4ccccn4)CN3C)n2)cc1 | 68%[activator][87.6 µM] | -20%[88.5 µM] | 13µM* | -23%[87.6 µM] | -12 | ? | 100µM*
CC1CCCCN1CCCNC(=O)CN1C(=O)c2cccnc2Oc2ccc(Cl)cc21 (centres undefined) | -12% | nt | nt | -4% | 11 | nt | nt
COCCOc1ccc2c(n1)CCN(C(=O)C1CC1)C2 | 49%[activator] | 0% | -7% | -9%[12.5 µM] | -7 | -2% | 26%
O=C(NC1CCCN(CCn2nc3n(c2=O)CCCC3)C1)c1ccc(F)cc1 (centres undefined) | nt | nt | nt | nt | 13 | -20% | i
CC(C)CCn1c(=O)c2sccc2n2c(CCCC(=O)NC(C)c3ccccc3)nnc12 (centres undefined) | 23% | nt | nt | -7% | 24 | nt | nt
Cc1ccc2nc(CO[C@H]3CN(C4CCC4)C[C@H]3F)[nH]c2c1 | 49%[activator][87.6 µM] | 0%[88.5 µM] | ? | -8%[87.6 µM] | 0 | -7%[138 µM] | -27%[172 µM]
O=C(c1cccs1)N1CC(c2noc(C3CCCN3CC3CC3)n2)C1 (centres undefined) | 68% | i | -11% | -1%[12.5 µM] | 12 | -13% | -23%
COCCNC(=O)C(C)N1C(=O)COc2ccc(C(=O)COc3ccc(C)c(C)c3)cc21 (centres undefined) | -17% | -3% | -19% | ? | -9 | ? | ?
CCc1ccccc1NC(=O)N1CC(CC)Oc2ccc(Cl)cc21 (centres undefined) | -1% | nt | nt | 5% | -17 | nt | nt
COc1ccc(C(=O)N2CCc3nc(-c4ccccc4)nc(-c4ccc(OC)cc4)c3C2)cc1 | 6% | i | 5% | ? | 5 | -32% | ?
Cc1ncoc1C(=O)N1CC[C@H](CO)[C@H](N(C)C)C1 | 5% | -1% | -8% | -1%[12.5 µM] | 25 | 0% | 5%
CC(C)CCNC(=O)CCC(=O)NNc1nc2ccccc2c2nc(-c3ccccc3)nn12 | 12% | nt | nt | -19% | 19 | nt | nt
O=C(c1ccccn1)N1CCC(N2CCOCC2=O)CC1 | -4% | i | nt | 1% | -11 | -3% | -11%
COc1cc(Cl)c(C)cc1NC(=O)Cn1ncc2c3ccccc3n(Cc3ccccc3)c2c1=O | -26% | nt | nt | 4% | 7 | nt | nt
CCC(CC)C(=O)N1CC[C@H]2NC(=O)N(c3ccc(C)cc3)C(=O)[C@H]21 | -1%[87.6 µM] | 3%[88.5 µM] | -2%[172 µM] | 0%[87.6 µM] | -7 | i | 4%[172 µM]
COc1ccc(-c2nc(C3CC3)nc3c2CCN(C(=O)c2ccccc2F)CC3)cc1 | 0% | i | nt | -7% | 0 | -24% | ?
COc1ccc2c(c1)OCC(CNC(=O)c1scc3c1OCCO3)C2 (centres undefined) | 10% | -4% | -2% | 2% | 20 | ? | ?
COc1ccc(CN2C[C@H](O)C[C@H]2c2nc(Cc3ccc(F)cc3Cl)no2)c2ccccc12 | 6% | 0% | -9% | -6% | 1 | ? | ?
CN(C)c1ccc(-c2nc(C3CC(=O)N(c4ccc(Cl)cc4)C3)no2)cc1 (centres undefined) | -11% | -3% | 7% | 11% | 0 | -3% | 6%
O=C(NCCn1ccn2nc(-c3ccc(F)cc3)cc2c1=O)c1cccc(Cl)c1 | 87%[activator] | i | -26% | 4% | -5 | -27% | -43%
Cc1nc(N2CCC(C(=O)NC3CCc4ccccc43)CC2)cc(C(F)(F)F)n1 (centres undefined) | -16% | -4% | 0% | -8% | -8 | ? | ?
COCc1noc(CNc2cc(-c3ccccc3F)nc3ccnn23)n1 | -11% | -3% | -5% | 0% | -3 | -48% | -13%
CCCN(CCC)c1nn2c(=O)c(C(=O)NCc3cc(Br)ccc3OC)cnc2s1 | -26% | nt | nt | -7% | 19 | nt | nt
Cc1cc2ncc(C(=O)NCc3cccc(Cl)c3)cn2n1 | ? | 5%[88.5 µM] | nt | -11%[87.6 µM] | -5 | ? | ?
Cn1ncc2c(NCc3noc(-c4cccs4)n3)nc(C(C)(C)C)nc21 | -9% | 0% | 3% | -5% | -1 | ? | ?
COc1ccc(-c2ccc3ncc(Nc4ccccc4C)n3n2)cn1 | -12%[87.6 µM] | i | 4%[172 µM] | -17%[87.6 µM] | -1 | 89µM* | ?
O=C(N[C@@H](CO)c1ccccc1)c1cc(COc2cccc(F)c2)[nH]n1 | ? | -1% | -8% | -9% | -7 | ? | -3%
Cc1cc(C)n(CC(=O)N2CCCCC2C(=O)Nc2ccc(-n3nc(C)cc3C)cc2)n1 (centres undefined) | 5% | i | 0% | -14% | 0 | -7% | 3%
COC(=O)c1cn([C@H]2CO[C@H]3[C@@H]2OC[C@@H]3NC(=O)Nc2ccc(OC)cc2)nn1 | 13%[87.6 µM] | ? | -6%[172 µM] | 6%[87.6 µM] | -22 | i | i

Quoted at random: 3 records from the list, in no set order.
SMILES | SNCA expr inhib | GPT2 inhibitor | Luciferase inh | HEK293 viab | IP6K1 inh | 3T3 cytotox | HEK293 tox
COCc1noc(CNc2cc(-c3ccccc3F)nc3ccnn23)n1 | -11% | -3% | -5% | 0% | -3 | -48% | -13%
Cc1nc(N2CCC(C(=O)NC3CCc4ccccc43)CC2)cc(C(F)(F)F)n1 (centres undefined) | -16% | -4% | 0% | -8% | -8 | ? | ?
CCCN(CCC)c1nn2c(=O)c(C(=O)NCc3cc(Br)ccc3OC)cnc2s1 | -26% | nt | nt | -7% | 19 | nt | nt

In the list so far, these contain a CF3 group.
SMILES | SNCA expr inhib | GPT2 inhibitor | Luciferase inh | HEK293 viab | IP6K1 inh | 3T3 cytotox | HEK293 tox
CCOC(=O)c1sc(NC(=O)c2cc3nc(-c4ccc(Br)cc4)cc(C(F)(F)F)n3n2)c(C(=O)OCC)c1C | ? | nt | nt | -3% | 6 | nt | nt
Cc1nc(N2CCC(C(=O)NC3CCc4ccccc43)CC2)cc(C(F)(F)F)n1 (centres undefined) | -16% | -4% | 0% | -8% | -8 | ? | ?

Outcome played no part in choosing rows (roughly 7.8% active in at least one column).
